KCNQ1 block – inhibitors of human KCNQ1 potassium channel. P51787. B-score at 10 µM. 310,000 tested, 1.3% active. CHO-K1 KCNQ1, FluxOR thallium flux fluorescence; stronger effect = higher value;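 active = compounds whose thallium flux B-score, printed positive for inhibition, exceeds three library SD while starting fluorescence stays within three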;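 also: channel opened by potassium depolarization with thallium stimulus after 20 min compound exposure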
KCNQ1 pot – potentiators or activators of human KCNQ1 potassium channel; AID 2648; B-score at 10 µM; CHO-K1 KCNQ1, thallium flux FluxOR fluorescence; stronger effect = higher value; 310,000 tested, 0.35% active; P51787;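 active = fluorescence ratio B-score, a plate-corrected score, at least three library SD, with initial intensity B-score within 5 SD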
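System: Stable KCNQ1 CHO-K1 line | Incubation: 90 min dye loading and 20 min compound exposure, both at room temperature | Measure: Ratio B score | Medium: Assay buffer for compound exposure, DMSO matched across wells | Compound dosing: Single-concentration screen | Probe or stimulus: K+/Tl+ depolarizing stimulus | Measured by: Kinetic FluxOR fluorescence, 10 s baseline plus 110 s post-stimulus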
RGS4 act – potentiators or activators of RGS4 | AID 463111 | 310,000 tested, 0.92% active | B-score at 10 µM | HEK293 M3R/inducible RGS4, carbachol calcium flux Fluo4; stronger effect = lower value;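 active = B-score of the integrated calcium signal more than 4 SD below the library mean, with starting fluorescence not abnormally high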;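 also: negative B-score means reduced calcium response which marks RGS4 activation or potentiation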
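Material: Inducible-RGS4 HEK293 cells carrying M3 receptor; also added: carbachol at ECmax as muscarinic agonist stimulus; incubation: compound preincubation 20 min at room temperature before agonist; signal: Fluo4-AM (2 µM) calcium-flux fluorescence, kinetic read; measure: integrated calcium ratio converted to B score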
MrgX1 allo act – allosterically activates human MrgX1 receptor signaling. MrgX1-HEK293, Fluo-4 calcium flux, FDSS; stronger effect = higher value. B-score at 10 µM. 310,000 tested, 0.63% active. AID 588675;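 active = plate-corrected calcium response at least 3 library SD above typical, normal starting fluorescence, not activating the receptor alone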;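 also: compound read alongside a low EC10 to EC30 dose of BAM8-22 agonist; peak minus trough fluorescence over baseline measured at the second addition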
TMEM16A inh – mouse TMEM16A channel inhibition, primary screen; Q8BHY3; HEK293 TMEM16A/YFP iodide influx fluorescence, ionomycin; normalized B-score (activity score, 25-100; higher = stronger inhibition) at 10 µM; 310,000 tested, 1.2% active; AID 588511;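 active = ratio plate-corrected score three or more library SD toward inhibition, starting fluorescence score within five deviations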;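 also: score derived from kinetic fluorescence span divided by baseline fluorescence per well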
Target sequence (Q8BHY3 whole entry, looked up): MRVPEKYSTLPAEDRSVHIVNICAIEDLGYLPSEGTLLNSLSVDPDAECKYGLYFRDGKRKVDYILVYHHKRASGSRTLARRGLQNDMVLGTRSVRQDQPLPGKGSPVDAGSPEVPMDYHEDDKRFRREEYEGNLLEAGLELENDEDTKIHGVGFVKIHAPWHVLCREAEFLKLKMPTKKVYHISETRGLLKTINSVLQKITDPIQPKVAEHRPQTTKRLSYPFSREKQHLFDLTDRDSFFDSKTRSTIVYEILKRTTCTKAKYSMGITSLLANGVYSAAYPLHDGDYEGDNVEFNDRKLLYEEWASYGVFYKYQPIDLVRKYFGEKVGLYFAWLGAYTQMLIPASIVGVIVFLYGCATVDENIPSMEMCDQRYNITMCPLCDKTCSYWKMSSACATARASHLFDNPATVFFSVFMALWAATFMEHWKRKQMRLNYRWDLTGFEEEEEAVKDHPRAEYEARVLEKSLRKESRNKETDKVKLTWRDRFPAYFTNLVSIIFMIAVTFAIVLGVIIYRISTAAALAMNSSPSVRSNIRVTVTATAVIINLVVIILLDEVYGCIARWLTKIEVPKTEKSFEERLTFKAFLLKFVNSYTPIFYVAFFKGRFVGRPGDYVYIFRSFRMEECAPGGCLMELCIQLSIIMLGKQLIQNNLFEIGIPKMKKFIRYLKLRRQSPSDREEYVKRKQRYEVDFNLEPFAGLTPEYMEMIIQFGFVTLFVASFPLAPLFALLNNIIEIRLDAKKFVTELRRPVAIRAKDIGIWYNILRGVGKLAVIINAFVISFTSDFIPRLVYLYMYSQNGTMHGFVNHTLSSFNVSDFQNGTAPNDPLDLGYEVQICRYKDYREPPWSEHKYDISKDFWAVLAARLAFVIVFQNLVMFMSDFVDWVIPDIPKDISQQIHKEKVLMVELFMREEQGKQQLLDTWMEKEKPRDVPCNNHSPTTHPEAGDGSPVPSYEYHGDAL
RGS4 inh – inhibitors of human RGS4 | P49798 | HEK293 M3R/RGS4 inducible, Fluo-4 calcium flux; stronger effect = higher value; triggered by carbachol at its EC20 | B-score at 10 µM | 310,000 tested, 0.45% active;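 active = B-score, a plate-corrected calcium signal, over three deviations above library mean, with baseline fluorescence within five deviations of library mean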;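 also: RGS4 expression induced by doxycycline in cells with stable M3 receptor; B-score is computed from the integrated fluorescence ratio over baseline after carbachol; higher B-score means a larger calcium signal and so more RGS4 inhibition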
TMEM16A act – activators or potentiators of mouse TMEM16A chloride channel; Q8BHY3; B-score at 10 µM; HEK293 TMEM16A/YFP-H148Q/I152L, iodide quench fluorescence; stronger effect = lower value; 340,000 tested, 0.3% active;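 active = fluorescence-ratio B-score plate-corrected deviation score at least 3 library SD below zero, with starting fluorescence score within 5 deviations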;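 also: channel opened by trigger with iodide after compound preincubation; score built on the fluorescence ratio of max minus min over baseline; more negative score means more quench and so TMEM16A activation or potentiation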
KCNK3 block – human KCNK3 channel inhibition, primary screen; 340,000 tested, 0.84% active; B-score at 10 µM; O14649; AID 602410; CHO-KCNK3 thallium flux, FluxOR fluorescence; stronger effect = lower value;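 active = B-score under library mean minus 4 SD, starting fluorescence ratio at most library mean plus 5 SD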;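 also: more negative B-score means stronger inhibition of thallium flux through KCNK3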
hERG protect – shields human hERG channel from block by proarrhythmic agents; 310,000 tested, 0.51% active; AID 1511; activation (rescue from dofetilide block), less the hit threshold, % at 10 µM; Q12809; CHO-hERG, FluxOR thallium flux, dofetilide IC70 present;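 active = activation above the mean of controls blocked by dofetilide plus 5 SD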;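 also: thallium influx through hERG after potassium depolarization seen as dye fluorescence rise; in these data hits start at about 4.7%; inactives centre near -7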
MrgX1 agonist – human MrgX1 receptor agonism, primary screen | Q96LB2 | MrgX1-HEK293 cells, Fluo-4 calcium fluorescence, agonist mode; stronger effect = higher value | B-score at 10 µM | 310,000 tested, 0.44% active;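 active = calcium response B-score plate-corrected fluorescence ratio at least 3 library SD, with starting fluorescence B-score inside 5 SD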
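Test system: Stable human MrgX1 HEK293 cell line | Schedule: Overnight plating before 1 h dye loading | Read-out basis: Baseline-normalised fluorescence change ratio, B-scored | Detection: Kinetic calcium dye fluorescence, Fluo-4 NW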
KCNK9 inh – inhibitors of human KCNK9 two-pore domain potassium channel. Q9NPC2. B-score at 10 µM. 310,000 tested, 1.2% active. HEK293 KCNK9, FluxOR thallium flux fluorescence; stronger effect = lower value;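 active = ratio B-score over 3 SD below the library mean, with starting fluorescence within 5 SD of its mean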;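 also: negative B-score means less thallium flux so channel inhibition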
An asterisk follows results filed as active; i = inactive; x = no result given.

SMILES | KCNQ1 block | KCNQ1 pot | RGS4 act | MrgX1 allo act | TMEM16A inh | RGS4 inh | TMEM16A act | KCNK3 block | hERG protect | MrgX1 agonist | KCNK9 inh
Cc1cc(Cl)c(S(=O)(=O)N(C)C)cc1OCC(N)=O | i | i | i | i | i | i | i | i | -5 | i | i
O=C(NC1CCN(S(=O)(=O)c2ccc(Cl)cc2)CC1)c1cccnc1 | i | i | i | i | i | i | i | i | -6 | i | i
O=C(O)c1ccc(N/N=C/c2cn(Cc3ccccc3F)c3ccccc23)cc1 | i | i | i | i | i | i | i | i | -15 | i | i
Cc1cccc(NC(=O)CCN2CC(C)CC(C)C2)c1 (configuration not stated) | i | i | i | i | i | i | i | i | -7 | i | i
CC(=O)c1ccc(N2CCN(C(=O)c3cccc(Oc4ccccc4)c3)CC2)cc1 | i | i | i | i | i | i | i | i | -5 | i | i
N#Cc1nc(Cc2cccc3ccccc23)oc1NCCCn1ccnc1 | i | i | i | i | i | i | i | i | -10 | i | i
COCCCNC(=O)CCn1c(=O)c2ccccc2n(Cc2cccc([N+](=O)[O-])c2)c1=O | i | i | i | i | i | i | i | i | -4 | i | i
COc1cccc(CN2CCNC(=O)C2CC(=O)NCc2cn3ccccc3n2)c1OC (configuration not stated) | i | i | i | i | i | i | i | i | -13 | i | i
O=C(NC1CCCC1)c1cc2ccccc2o1 | i | i | i | i | i | i | i | i | -3 | i | i
CC(C)Cn1c(N)c(C(=O)COC(=O)c2ccc([N+](=O)[O-])o2)c(=O)n(C)c1=O | i | i | i | i | i | i | i | i | -21 | i | i
Cc1ccc(NC(=O)COc2ncnc3cc([N+](=O)[O-])ccc23)cc1S(=O)(=O)N1CCOCC1 | i | i | i | i | i | i | i | i | -10 | i | i
O=C(COC(=O)c1cc(S(=O)(=O)N2CCOCC2)ccc1O)NCC1CCCO1 (configuration not stated) | i | i | i | i | i | i | i | i | -4 | i | i
CCOc1ccc(-c2[nH]nc3c2C(c2cccnc2)C(C#N)=C(N)O3)cc1 (configuration not stated) | i | i | i | i | i | i | i | i | -6 | i | i
Cc1ccc(NC(=O)c2ccc(OCC3CCCO3)cc2)c(C)c1 (configuration not stated) | i | i | i | i | i | i | i | i | -5 | i | i
O=c1oc(Nc2cccc(F)c2)nc2ccccc12 | i | i | i | i | i | i | i | i | -3 | i | i
COC(=O)[C@@H]1Cc2c([nH]c3ccccc23)C2CCC(=O)N21 (some centres not stated) | i | i | i | i | i | i | i | i | -4 | i | i
COc1ccc(Cl)cc1Nc1nc(N)nc(C(F)(F)F)n1 | i | i | i | i | i | i | i | i | -12 | i | i
O=C(Cc1coc2cc3c(cc12)CCC3)OCC(=O)N1CCCC1=O | i | i | i | i | i | i | i | i | -5 | i | i
CS(=O)(=O)c1ccc(C(=O)N2CC(=O)Nc3ccccc32)cc1 | i | i | i | i | i | i | i | i | -10 | i | i
CCCCc1c(O)nc(SCC(=O)c2ccccc2)n(-c2ccccc2OC)c1=O | i | i | i | i | i | i | i | i | -19 | i | -13*
CC(CCc1ccccc1)NC(=O)C1CCC1 (configuration not stated) | i | i | i | i | i | i | i | i | -8 | i | i
COc1ccccc1-n1nnnc1SCc1cc2c(cc1Br)OCO2 | i | i | i | i | i | i | i | i | -13 | i | i
O=C(Cn1ccc2cc(S(=O)(=O)N3CCCC3)ccc21)NCc1ccccc1 | i | i | i | i | i | i | i | i | -6 | i | i
CCOC(=O)c1c(NC(=O)C2=C(C)NC(=S)NC2c2ccc(F)cc2F)sc(C)c1C (configuration not stated) | i | i | i | i | i | i | i | i | -4 | i | i
Cc1ccc(S(C)=O)cc1-n1c(=O)n(Cc2ccccc2)c(=O)c2[nH]cnc21 (configuration not stated) | i | i | i | i | i | i | i | i | -4 | i | i
Further records follow.
SMILES | KCNQ1 block | KCNQ1 pot | RGS4 act | MrgX1 allo act | TMEM16A inh | RGS4 inh | TMEM16A act | KCNK3 block | hERG protect | MrgX1 agonist | KCNK9 inh
Cc1onc2c(=O)n(-c3ccccc3)nc(-c3ccccc3)c12 | i | i | i | i | i | i | i | i | -6 | i | i
CCOC(=O)N1CCC(NC(=O)c2cc(C(=O)NCc3ccc(F)cc3)ccc2CO)CC1 | i | i | i | i | i | i | i | i | -16 | i | i
CCOc1ccc(S(=O)(=O)NCc2ccc3c(c2)OCO3)cc1 | i | i | i | i | i | i | i | i | -13 | i | i
CC(=O)Nc1ccc(S(=O)(=O)NCCC(=O)OCc2csc(CC(=O)Nc3ccccc3C)n2)cc1 | i | i | i | i | i | i | i | i | -16 | i | i
Cc1ccc(S(=O)(=O)c2nc(Nc3ccccc3N3CCOCC3)sc2Cl)cc1 | i | i | i | i | i | i | i | i | -12 | i | i
CCCN1C(=O)/C(=C/c2nc3ccccc3c(=O)[nH]2)c2ccccc21 | i | i | i | i | i | 11* | i | i | -14 | i | i
Cc1cc(OC(C)C)nc(-c2ccccc2O)n1 | i | i | i | i | i | i | i | i | -8 | i | i
COc1ccc(NC(=O)CSc2nc(-c3ccco3)nc3cc(=O)[nH]n23)cc1Cl | i | i | i | i | i | i | i | i | -6 | i | i
O=C(NCCc1c[nH]c2ccccc12)c1cncc(Br)c1 | i | i | i | i | i | i | i | i | -9 | i | i
CCO[C@@H]1OC(C(=O)O)=C[C@H](c2ccc(C(F)(F)F)cc2)[C@H]1CCCO | i | i | i | i | i | i | i | i | -6 | i | i
CCOc1cc(C(=O)Nc2ccc(F)cc2)cc(Br)c1OC | i | i | i | i | i | i | i | i | 1 | i | i
CC(C)C(=O)Nc1ccc(C(=O)NNC(=O)CCCOc2ccc(Cl)cc2Cl)cc1 | i | i | i | i | i | i | i | i | -16 | i | i
COc1ccccc1NC(=O)N1CCN(c2ccc3nncn3n2)CC1 | i | i | i | i | i | i | i | i | -7 | i | i
Cc1ccc(N(Cc2ccccc2)C(=O)CN2C(=O)NC3(CCCC3)C2=O)cc1 | i | i | i | i | i | i | i | i | -2 | i | i
NC(=O)c1ccccc1NC(=O)CCCCCn1nnc2ccccc2c1=O | i | i | i | i | i | i | i | i | -7 | i | i
CCCOc1ccccc1C(=O)N(Cc1ccc(C)o1)C1CCS(=O)(=O)C1 (configuration not stated) | i | i | i | i | i | i | i | i | -5 | i | i
CC(=O)c1c(C(C)=O)c(C)n(Cc2ccc3c(c2)OCO3)c1C | i | i | i | i | i | i | i | i | -2 | i | i
Cc1ccc2oc(=O)c(/C=C(\O)c3ccco3)nc2c1 | i | i | i | i | i | i | i | i | -11 | i | i
CCCCc1ccc(NC(=S)N2CCCC2)cc1 | i | i | i | i | i | i | i | i | -9 | i | i
NC(=O)c1ccc(NC(=O)CSc2cn(CC(=O)N3CCOCC3)c3ccccc23)cc1 | i | i | i | i | i | i | i | i | -4 | i | i
CCCCOC(=O)Nc1nnc(CC)s1 | i | i | i | i | i | i | i | i | -3 | i | i
CCOc1ccc(-c2nc3c(s2)CCc2onc(-c4ccc(OC)cc4)c2-3)cc1 | i | i | i | i | i | i | i | i | -4 | i | i
COCCCNC(=S)N(Cc1ccccc1)Cc1ccc(F)cc1 | i | i | i | i | i | i | i | i | -6 | i | i
CCC1CCCCN1C(=O)COc1ccc(N(C)S(=O)(=O)c2ccc(C)cc2)cc1 (configuration not stated) | i | i | i | i | i | i | i | i | -16 | i | i
COc1ccc2cc(CCNC(=O)C(C)(C)C)c(=O)[nH]c2c1 | i | i | i | i | i | i | i | i | -8 | i | i
The listing continues:
SMILES | KCNQ1 block | KCNQ1 pot | RGS4 act | MrgX1 allo act | TMEM16A inh | RGS4 inh | TMEM16A act | KCNK3 block | hERG protect | MrgX1 agonist | KCNK9 inh
CN(C)c1cccc(N(C)C)c1CNC(=O)C(C)(C)C | i | i | i | i | i | i | i | i | -5 | i | i
Cc1cc(=O)oc2cc(OCC(=O)NC3CC(C)(C)NC(C)(C)C3)c(Cl)cc12 | i | i | i | i | i | i | i | i | -7 | i | i
Cc1ccccc1N1CCN(S(=O)(=O)C[C@]23CCC(CC2NC(=O)[C@@H](N)CCS(C)(=O)=O)C3(C)C)CC1 (some centres not stated) | x | x | x | i | i | x | i | i | x | i | x
CCOC(=O)C(=O)N1CCC(C(=O)OC)CC1 | i | i | i | i | i | i | i | i | -8 | i | i
Cn1ncc2c(=O)[nH]cnc21 | i | i | i | i | i | i | i | i | -10 | i | i
Cc1nn(Cc2ccccc2Cl)c2sc(C(=O)NC(C)(C)C)cc12 | i | i | i | i | i | i | i | i | -4 | i | i
CC(C(=O)N1CCN(c2ccccc2)CC1)N1C(=O)C2CC=CCC2C1=O (configuration not stated) | i | i | i | i | 25* | i | i | i | -9 | i | i
CCCCC1=CC2=CC(=O)C(C)(OC(=O)CC)C(=O)C2=CN1C(CO)CO (configuration not stated) | i | i | i | i | i | i | -5.8* | i | -9 | i | i
COc1ccc(/C=N/Nc2nncn2N)cc1Br | i | i | i | i | i | i | i | i | -3 | i | i
COc1cc2c(C(=O)NCc3ccc4c(c3)OCO4)cn(C)c(=O)c2cc1OC | i | i | i | i | i | i | i | i | -1 | i | i
Cc1cc(C(=O)O)ccc1-n1c(C)ccc1C | i | i | i | i | i | i | x | x | -4 | i | i
CN(C(=O)COC(=O)/C=C/c1ccc(S(=O)(=O)N2CCc3ccccc32)cc1)C1CCS(=O)(=O)C1 (configuration not stated) | i | i | i | i | i | i | i | i | -4 | i | i
Cc1ccc(CNC(=O)C2CC=CCC2C(=O)O)cc1 (configuration not stated) | i | i | i | i | i | i | i | i | 3 | i | i
Cc1ccc(Cl)cc1N1CCN(C(c2ccc(C#N)cc2)c2nnnn2C2CCCC2)CC1 (configuration not stated) | x | x | x | i | i | x | i | i | x | i | x
C/C(=N\NC(=O)Cc1c(C)[nH][nH]c1=O)c1cccc(Br)c1 | i | i | i | i | i | i | i | i | -9 | i | i
CCOc1cc2[nH]c(=S)n(Cc3ccc(C(=O)NCCOC)cc3)c(=O)c2cc1OCC | i | i | i | i | i | i | i | i | -4 | i | i

Screening results: PubChem BioAssay, Johns Hopkins Ion Channel Center
